# Source: PubChem
# CCHFV vOTU inh: blocks the CCHF virus ovarian tumor domain protease; CCHFV vOTU protease, Pep-AMC fluorescence; inhibition, % at 11.5 µM; 0.55% of 370,000 active; in the data active = inhibition above about 30%; also: 0% = vehicle wells with enzyme and 100% = no enzyme wells
# SARS 3CLpro inh: SARS-CoV 3CLpro protease inhibition | P0C6X7 | recombinant SARS-CoV 3CLpro, quenched FRET peptide cleavage | inhibition, % at 6 µM | 0.14% of 290,000 active; in the data active = inhibition above about 12%
# PriA SSB inh: blocks PriA binding to SSB C-terminal tail; AlphaScreen SSBct-PriA binding, biotinylated peptide; 0.6% of 430,000 active; inhibition, % at 33 µM; in the data active = inhibition mostly above about 37%, no sharp cut-off; inactive = mostly below about 20%;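 also: plate controls were negative control peptide for no effect and reference peptide for full effect; strong numbers were not always called active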
# Y pestis TopoI: blocks Yersinia pestis topoisomerase I activity | Y. pestis Topo-I cleavage product accumulation, plate reader | activity, % at 10 µM | 0.064% of 360,000 active | AID 504884; in the data active = activity above about 50%, passing the limit was not always enough; also: inactives centre near 2
# PrPC TRFRET: reduces human prion protein on the cell surface. P04156. cell surface PrPC, TR-FRET read-out. inhibition, % at 13.8 µM. 0.43% of 370,000 active. AID 720596; in the data active = inhibition above about 24%; also: 0% = median of the test wells and 100% = reference compound wells
# TcdB GH inh: inhibitors of Clostridioides difficile toxin B glycohydrolase; P18177; TcdB glycohydrolase enzymatic assay, plate reader; inhibition, % at 9.99 µM; 0.24% of 350,000 active; in the data active = inhibition above about 10%
# Target sequence (P18177 whole entry, looked up): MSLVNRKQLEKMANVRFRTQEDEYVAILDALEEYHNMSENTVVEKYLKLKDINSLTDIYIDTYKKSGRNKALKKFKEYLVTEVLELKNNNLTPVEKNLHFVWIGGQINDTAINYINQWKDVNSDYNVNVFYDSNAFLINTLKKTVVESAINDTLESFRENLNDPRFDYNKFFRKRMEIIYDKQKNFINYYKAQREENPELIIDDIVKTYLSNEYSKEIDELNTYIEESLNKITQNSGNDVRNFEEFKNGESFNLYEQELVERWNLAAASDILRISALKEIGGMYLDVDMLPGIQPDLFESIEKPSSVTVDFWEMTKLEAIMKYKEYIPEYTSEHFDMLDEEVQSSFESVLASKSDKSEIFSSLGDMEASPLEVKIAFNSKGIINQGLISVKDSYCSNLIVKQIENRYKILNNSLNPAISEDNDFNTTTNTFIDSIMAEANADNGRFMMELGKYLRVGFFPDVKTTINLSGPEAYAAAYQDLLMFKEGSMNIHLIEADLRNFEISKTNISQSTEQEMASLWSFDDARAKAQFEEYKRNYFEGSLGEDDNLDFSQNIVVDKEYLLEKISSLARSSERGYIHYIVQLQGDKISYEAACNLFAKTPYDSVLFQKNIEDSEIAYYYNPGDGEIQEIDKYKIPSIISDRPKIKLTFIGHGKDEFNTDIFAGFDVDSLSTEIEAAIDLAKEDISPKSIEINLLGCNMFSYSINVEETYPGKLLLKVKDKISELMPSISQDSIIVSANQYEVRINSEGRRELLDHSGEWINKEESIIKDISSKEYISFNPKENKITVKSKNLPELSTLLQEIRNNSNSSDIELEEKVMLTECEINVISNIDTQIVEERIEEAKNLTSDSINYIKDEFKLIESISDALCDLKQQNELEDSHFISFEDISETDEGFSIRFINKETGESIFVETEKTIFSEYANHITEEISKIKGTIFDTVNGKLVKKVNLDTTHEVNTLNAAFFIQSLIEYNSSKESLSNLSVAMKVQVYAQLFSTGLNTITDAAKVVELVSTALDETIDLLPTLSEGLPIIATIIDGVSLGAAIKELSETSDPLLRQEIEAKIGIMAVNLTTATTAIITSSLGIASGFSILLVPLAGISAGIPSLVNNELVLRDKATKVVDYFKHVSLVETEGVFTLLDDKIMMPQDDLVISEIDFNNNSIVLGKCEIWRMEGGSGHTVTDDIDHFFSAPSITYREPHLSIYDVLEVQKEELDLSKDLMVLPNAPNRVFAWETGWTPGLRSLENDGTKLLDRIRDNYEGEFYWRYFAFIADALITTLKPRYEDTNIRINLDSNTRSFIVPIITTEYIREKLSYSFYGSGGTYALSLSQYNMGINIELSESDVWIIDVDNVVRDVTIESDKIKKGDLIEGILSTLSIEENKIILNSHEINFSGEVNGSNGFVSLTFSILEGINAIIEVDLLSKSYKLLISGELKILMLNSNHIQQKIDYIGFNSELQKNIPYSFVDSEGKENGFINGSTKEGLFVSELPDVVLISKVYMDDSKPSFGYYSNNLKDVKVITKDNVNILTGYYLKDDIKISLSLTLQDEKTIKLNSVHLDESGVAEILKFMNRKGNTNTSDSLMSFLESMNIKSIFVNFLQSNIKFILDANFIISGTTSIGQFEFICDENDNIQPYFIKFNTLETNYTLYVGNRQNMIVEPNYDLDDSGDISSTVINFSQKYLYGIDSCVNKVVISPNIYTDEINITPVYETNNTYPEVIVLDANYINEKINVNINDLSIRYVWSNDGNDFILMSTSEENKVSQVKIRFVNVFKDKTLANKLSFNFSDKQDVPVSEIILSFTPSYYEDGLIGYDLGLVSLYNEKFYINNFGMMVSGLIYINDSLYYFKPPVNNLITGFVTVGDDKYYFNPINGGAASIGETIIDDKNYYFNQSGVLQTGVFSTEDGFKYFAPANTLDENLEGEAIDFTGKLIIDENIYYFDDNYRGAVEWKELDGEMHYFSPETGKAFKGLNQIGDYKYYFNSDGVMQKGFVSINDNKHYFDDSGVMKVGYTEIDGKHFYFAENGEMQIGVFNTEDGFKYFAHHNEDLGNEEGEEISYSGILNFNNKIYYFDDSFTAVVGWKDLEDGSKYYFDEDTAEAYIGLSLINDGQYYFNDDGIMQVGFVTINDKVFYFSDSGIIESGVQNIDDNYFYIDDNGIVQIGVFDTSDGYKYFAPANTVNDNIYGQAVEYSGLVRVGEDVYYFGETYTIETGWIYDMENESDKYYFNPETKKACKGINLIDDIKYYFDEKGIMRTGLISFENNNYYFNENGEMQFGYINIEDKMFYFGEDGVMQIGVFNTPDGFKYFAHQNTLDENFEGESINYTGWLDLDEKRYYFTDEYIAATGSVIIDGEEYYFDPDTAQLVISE
# Vc quorum ag: induces V. cholerae light production without autoinducers | activation, % at 18.7 µM | 0.16% of 350,000 active | V. cholerae BH1578 lux reporter, luminescence, 6 h | AID 588436; in the data active = activation mostly above about 9.7%, no sharp cut-off; also: not every result past the cut was called active; inactives centre near 0; reference of the scale not given here
# VHR inh abs: inhibitors of human VHR1 phosphatase (DUSP3); inhibition, % at 13.3 µM; 0.52% of 290,000 active; recombinant VHR phosphatase, pNPP absorbance; AID 1654; P51452; in the data active = inhibition above about 50%; also: some compounds called inactive have numbers as strong as hits
# MazF activator: activators of E. coli MazEF toxin-antitoxin RNase; AID 504720; P0AE70; activation, % at 20 µM; FAM/BHQ RNA-DNA oligo cleavage fluorescence, 5 h; 0.32% of 350,000 active; in the data active = activation above about 50%
# Rv3671c protease: Rv3671c (M. tuberculosis) protease inhibition. P9WHR9. 0.048% of 320,000 active. inhibition, % at 5.96 µM. AID 2606; in the data active = inhibition above about 38%;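 also: extracellular domain of Rv3671c used as enzyme; 0% = enzyme with DMSO and 100% = no enzyme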
# An asterisk follows results filed as active; i = inactive; . = no result given; & = joins results of further samples. These rows are one share of the data; count on the stated rates, not on these rows.
SMILES,CCHFV vOTU inh,SARS 3CLpro inh,PriA SSB inh,Y pestis TopoI,PrPC TRFRET,TcdB GH inh,Vc quorum ag,VHR inh abs,MazF activator,Rv3671c protease
C/C(CC(=O)Nc1cccnc1)=N\NC(=O)c1ccc([N+](=O)[O-])c(Cl)c1,5,4,.,-10,-12,-0.9,-0.3,2,-1,-14
COc1ccc(NC(C)=O)cc1S(=O)(=O)NC(Cc1ccccc1)C(=O)NCc1ccccc1C (configuration not stated),-9,7,-10,7,8,-0.2,-3.6,-3,-2,9
O=C(/C=C\c1cn(-c2ccccc2)nc1-c1ccccc1)Nc1nccs1,-18,2,-16,7,0,.,-0.2,-8,-11,-18
Cc1ccc(S(=O)(=O)/N=C(/Nc2c(C)n(C)n(-c3ccccc3)c2=O)c2ccc(Cl)cc2)cc1,0,-1,.,12,-3,.,i,20,5,-1
CCOP(=O)(c1ccc(N(C)C)cc1)C(O)c1ccc(OC)cc1 (configuration not stated),4,-1,-11,14,5,-2.0,i,36,-1,7
Cn1c(=O)[nH]c(=O)c2c1nc(Br)n2C/C=N/Nc1ccccc1,-16,7,.,3,7,-4.1,-3.3,4,7,-3
COc1ccc(S(=O)(=O)Nc2ccc(Nc3ccccc3)cc2)cc1,18,.,11,-2,1,2.2,-0.6,.,-21,10
CC1CCC(NC(=O)COC(=O)CCC(=O)c2ccc(Cl)s2)CC1 (configuration not stated),-4,.,-1,23,-6,0.2,i,.,-7,-1
COc1ccc(S(=O)(=O)Nc2ccc(C)cc2)cc1OC,-4,-1,-12,-9,5,.,.,17,-6,-2
O=C(O)c1ccc(/C=N\Nc2ccc(S(=O)(=O)N3CCOCC3)cc2[N+](=O)[O-])cc1,9,7,.,1,-5,0.6,i,24,5,-4

# Reformatted with two lines to a compound: entries from further up.
# Under each structure – CCHFV vOTU inh | SARS 3CLpro inh | PriA SSB inh | Y pestis TopoI | PrPC TRFRET | TcdB GH inh | Vc quorum ag | VHR inh abs | MazF activator | Rv3671c protease
- O=C(O)c1ccc(/C=N\Nc2ccc(S(=O)(=O)N3CCOCC3)cc2[N+](=O)[O-])cc1
    9 | 7 | . | 1 | -5 | 0.6 | i | 24 | 5 | -4
- CCOP(=O)(c1ccc(N(C)C)cc1)C(O)c1ccc(OC)cc1 (configuration not stated)
    4 | -1 | -11 | 14 | 5 | -2.0 | i | 36 | -1 | 7
- C/C(CC(=O)Nc1cccnc1)=N\NC(=O)c1ccc([N+](=O)[O-])c(Cl)c1
    5 | 4 | . | -10 | -12 | -0.9 | -0.3 | 2 | -1 | -14

# Additional entries follow.
SMILES,CCHFV vOTU inh,SARS 3CLpro inh,PriA SSB inh,Y pestis TopoI,PrPC TRFRET,TcdB GH inh,Vc quorum ag,VHR inh abs,MazF activator,Rv3671c protease
COc1cccc(NC(=O)c2cnc[nH]2)c1,-8,-1,1,1,13,1.1,i,-1,-6,6
CN(C(=O)c1ccc(S(=O)(=O)N2CCCCC2)cc1)C1CCS(=O)(=O)C1 (configuration not stated),13,.,-3,4,1,-0.1,-0.4,.,9,4
COc1ccc(-c2nc3ncccn3c2Br)cc1,-60,7,-11,3,-16,1.8,-0.2,13,2,-1
O=C(COc1ccccc1)NCC(=O)N1CCCC(C(F)(F)F)C1 (configuration not stated),-9,.,-3,0,-3,2.7,1.2,.,2,.
CCCCNC(=O)OCCNC(=O)Oc1cccc(C)c1,8,0,-7,-2,-1,.,.,4,-2,-11
COC(=O)CCC(=O)NNC(=O)c1ccc([N+](=O)[O-])cc1,-6,-1,-6,-8,-11,0.2,-1.1,21,5,1
CN(CC(=O)Nc1cccc2ccccc12)C(=O)c1cccc(S(=O)(=O)N(C)C)c1,-5,1,-7,6,4,-0.2,-0.8,-3,4,0
COc1cc(C)ccc1OCC(=O)OCC(=O)c1ccc[nH]1,-1,.,-6,2,5,1.4,.,.,8,2
COc1cccc(NC(=O)c2ccn(C)n2)c1,-7,3,-6,14,0,.,-0.6,27,12,-4
Cc1c(Cl)cccc1NC(=S)NN,6,-2,5,-1,-4,0.2,-0.4,35,0,-3

# Gathered by group: the compounds so far containing a Cl atom
SMILES,CCHFV vOTU inh,SARS 3CLpro inh,PriA SSB inh,Y pestis TopoI,PrPC TRFRET,TcdB GH inh,Vc quorum ag,VHR inh abs,MazF activator,Rv3671c protease
C/C(CC(=O)Nc1cccnc1)=N\NC(=O)c1ccc([N+](=O)[O-])c(Cl)c1,5,4,.,-10,-12,-0.9,-0.3,2,-1,-14
Cc1ccc(S(=O)(=O)/N=C(/Nc2c(C)n(C)n(-c3ccccc3)c2=O)c2ccc(Cl)cc2)cc1,0,-1,.,12,-3,.,i,20,5,-1
CC1CCC(NC(=O)COC(=O)CCC(=O)c2ccc(Cl)s2)CC1 (configuration not stated),-4,.,-1,23,-6,0.2,i,.,-7,-1
Cc1c(Cl)cccc1NC(=S)NN,6,-2,5,-1,-4,0.2,-0.4,35,0,-3

# Remaining list, next part:
SMILES,CCHFV vOTU inh,SARS 3CLpro inh,PriA SSB inh,Y pestis TopoI,PrPC TRFRET,TcdB GH inh,Vc quorum ag,VHR inh abs,MazF activator,Rv3671c protease
CN1CCN(C(=O)CC2C(=O)NCCN2Cc2ccc(-c3ccccc3)cc2)CC1 (configuration not stated),-1,-1,-3,2,5,0.9,-0.3,13,-4,-3
CCN(CCO)c1cc(Cl)nc(SC)n1,13,2,-2,-7,-1,.,-3.6,21,0,1
COC(=O)C1=C(c2ccc(OC(F)(F)F)cc2)C[C@@H]2CC[C@H]1N2C(=O)NCc1cccc2ccccc12,19,.,-15,-8,10,-0.2,i,.,-18,-37
O=C1CCCc2nc3c(cc21)C(O)Oc1ccccc1-3 (configuration not stated),-45,2,-15,-5,-1,1.0,i,9,-10,4
COc1ccc(NC2CCCN(C(=O)c3cccnc3SC)C2)cc1OC (configuration not stated),12,0,34,4,0,1.7,i,12,-9,-19
C=CCn1c(-c2oc3nc(-c4ccccc4)cc(-c4ccccc4)c3c2N)n[nH]c1=S,6,5,22,10,-9,.,-0.4,-5,-1,-8
O=C(CCCl)N1c2ccccc2C=Cc2ccccc21,8,.,-14,-6,4,0.7,i,.,4,.
O=c1c2ccccc2c(C=Nc2cccc(O)c2)c(O)n1-c1ccc2c(c1)OCO2,-5,1,8,3,4,.,i,6,19,-1
Cc1cc(-c2ccc(F)cc2)n2ncc(-c3ccccc3)c2n1,-1,.,.,2,-5,1.2,-0.4,.,.,.
Cc1c(C)n(Cc2ccc(Cl)cc2)c2ccc(C(=O)NCCCN3CCOCC3)cc12,12,4,33,32,-9,1.6,-0.4,21,11,3
Cc1ccc(NC(=S)N(CCCN2CCOCC2)Cc2ccccn2)cc1Cl,-16,3,12,2,6,.,-0.1,-1,3,8
CC1CCN(c2ccccc2NC(=O)c2ccc(Br)o2)CC1,-1,-4,4,45,-3,-1.8,1.9,18,4,-6
Cc1ccc(C(=O)NCc2ccc(N3CCN(C(=O)OC(C)(C)C)CC3)cc2)cc1,-2,1,6,-3,8,.,-1.4,48,-1,-2
O=C(Nc1nnc(C2CC2)s1)c1ccc(S(=O)(=O)c2ccccc2)cc1,2,3,1,-10,-7,.,-0.3,14,6,-6
C=CC(C)(O)CCC=C(C)C (configuration not stated),-2,.,-11,12,4,1.1,-0.4,.,-6,5
COC(C(=O)N1CCC(n2nccc2NC(=O)C2CC2)CC1)c1ccccc1 (configuration not stated),8,-1,7,7,7,1.4,0.9,-9,6,6
NC(=O)c1nsc(C(=O)N(Cc2ccc(F)cc2)C(C(=O)NCC2CCCO2)c2ccc(F)cc2)c1N (configuration not stated),-21,3,-12,20,-4,2.6,-0.4,19,-3,5
CCSC1=NSC2=NC(=O)/C(=C\c3coc4ccccc4c3=O)C(=N)N12,13,-4,-1,0,-3,.,i,-8,i,-19
c1csc(-c2nc(NCCCN3CCOCC3)c3ccccc3n2)c1,6,1,6,0,-12,0.5,-0.5,38,-1,0
CC(Sc1nc2ccc(C(=O)c3ccccc3)cc2[nH]1)C(=O)O (configuration not stated),6,3,0,-12,7,1.1,-2.1,-1,-1,3
COC1CCN(C(=O)c2ccc(OC3CCN(Cc4ccccn4)CC3)cc2)CC1,15,0,-12,-1,3,.,i,31,5,3
O=c1c([N+](=O)[O-])cc(C(F)(F)F)cn1Cc1cccc(Cl)c1,7,-2,15,3,-18,.,.,9,2,-1
O=C1NC(=S)N/C1=C/c1ccc2ccccc2c1,-13,1,-6,-1,-5,0.3,-0.9,26,7,5
CC(=O)Nc1ccc(N2C(=O)CC(N3CCN(Cc4ccc5c(c4)OCO5)CC3)C2=O)cc1 (configuration not stated),11,0,-24,-2,-5,.,0.6,26,1,-6
NC(=S)NN=C1CCCCCCCCCC1,0,.,-4,19,11,0.6,1.3,.,-1,.
COCCCN1C(=O)C(CC(=O)NC2CCCCC2)CC(C(=O)N(C)C)=C1C (configuration not stated),-2,.,.,6,-5,1.3,-0.2,.,4,.
CCOc1ccc(C2OC34CCCCC3C(C#N)(C#N)C2(C#N)C(=N)O4)cc1OC (configuration not stated),.,-2,5,2,.,.,i,-2,13,37
Cc1cc2ccccc2c(=O)n1CC(=O)NCC(=O)N1CCC2(CC1)OCCO2,-1,3,5,-3,3,0.9,i,5,0,2
O=C(Nc1ccccc1)c1ccccc1C(=O)N1CCCCC1,-3,4,-10,3,2,0.4,-0.3,20,-10,1
CCCCn1nnnc1SCC(=O)N1CCN(C(=O)c2ccco2)CC1,-1,-3,1,-8,-1,.,-1.7,10,3,6
O=C(NCC#CCOCc1ccccc1)c1ccccc1,-1,-1,-7,-1,1,2.1,i,-7,-2,5
CCC12OC(=N)C(C#N)(C1C)C(C#N)(C#N)C(c1ccccc1)O2 (configuration not stated),-192,-1,4,5,-5,3.2,-0.2,-4,5,-1
COc1ccc(/C(N)=N/OC(=O)Cc2cccs2)cc1OC,0,1,.,8,7,-10,-0.3,5,-8,-9
Cc1ccc(-c2nc3c(c(SCC(=O)N4CCCC4)n2)COC(C)(C)C3)cc1,-10,.,.,26,-6,0.2,i,.,0,.
CC1=C(C#N)C2C(/C1=N/O)C2(C)C (configuration not stated),13,-2,.,1,-5,.,-3.3,11,5,5
CCCCCCn1c(=O)[nH]c2c(c1=O)CCC2,7,6,-24&-11,0,-10,0.7,-0.5,8,6,6
N#CCCn1cc(C(=O)O)c(-c2cc3ccccc3o2)n1,-14,5,-5,6,2,0.4,-0.2,2,-1,3
COc1ccc(N=C2SCC(c3ccccc3)=NN2C)cc1,-3,3,-2,10,2,1.4,i,9,0,3
CCN1CCN(CCC(=O)Nc2ccc(C)cc2)CC1,-9,4,-12,7,4,0.4,1.9,17,3,.
CCc1ccccc1NC(=O)NCc1cccnc1,-7,2,-14,2,-3,-1.0,-1.6,10,-4,1
CCC(=O)Oc1ccc(-c2nc(-c3cccnc3)no2)cc1,-6,2,-18,-1,-2,.,i,-4,-8,-2
CS(=O)(=O)Cc1ccc(C(=O)NC2CCN(Cc3ccccc3)C2)cc1 (configuration not stated),0,-1,-3,9,-4,-1.5,i,17,11,0
CCCCNc1nc2ccccc2n1CC(=O)Nc1ccc2c(c1)OCCO2,-11,1,6,.,0,1.9,.,1,1,10
COC(=O)c1ccccc1-n1c(C)nc(=O)c(-c2ccccc2)c1C,3,-2,7,8,3,-0.2,-0.5,15,14,.
COCOc1ccc(C=O)cc1OCOC,-2,.,-7,-3,-8,0.5,0.4,.,6,-5
COc1nc(Nc2ccc(-c3nc4ccccc4o3)cc2)nc(N2CCOCC2)n1,-7,10,-13,-3,11,.,-0.6,.,20,-9
Cc1ccc(S(=O)(=O)CCC(=O)Nc2ccccc2Cl)cc1,-15,-1,-6,-2,2,-1.5,i,5,9,-2
COc1ccc(N(CC(=O)N2CCN(c3cccc(C)c3C)CC2)S(=O)(=O)c2c(C)noc2C)cc1,0,3,-8,39,2,-0.1,i,21,6,7
O=C(COC(=O)CCCNC(=O)c1ccc(Cl)cc1)Nc1ccc(Br)cc1,7,3,-10,2,-2,.,0.3,-2,10,-4
CNC(=O)CSc1nccn1Cc1ccc(Cl)cc1,14,-1,1,4,-2,0.7,i,19,-5,3
CC12CC3CC(C)(C1)CC(Nc1nc(N4CCOCC4)nc4ccccc14)(C3)C2,2,-2,-4,8,3,-0.6,1.7,24,-3,4
COc1cccc(OC)c1OCCOCCN1CCN(C)CC1,-17,-2,-8,-6,-1,0.7,-0.5,.,3,-7
O=C(CSc1n[nH]c(-c2ccc(Cl)cc2Cl)n1)Nc1ccccn1,14,4,1,-5,-10,.,-0.1,2,2,2
